From PubChem
BoNT-A LC inh2: BoNT/A light chain protease inhibitors, primary screen, biochemical, flow cytometry, MLPCN library; AID 588499, 2011; multiplex microsphere protease substrate cleavage; Botulinum neurotoxin type A light chain protease (Clostridium botulinum A str. ATCC 3502); inhibition, % at 10 µM; hit rate 0.17% among 360,000; also: plate controls were buffer without enzyme for full effect and enzyme alone for no effect
PfHsp40 yeast: rescue of yeast from PfHsp40 toxicity, primary screen, S. cerevisiae, ATP luminescence; S. cerevisiae expressing PfHsp40, growth rescue; growth rescue, % at 12.5 µM; hit rate 0.68% among 340,000; in the data active = growth rescue above about 28%, passing the limit was not always enough;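 also: yeast W303a lacking pdr1 and pdr3 grown in galactose medium; growth measured after three days at 30 °C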
TcdB GH inh: TcdB glycohydrolase inhibitors, primary screen, biochemical, single point, plate reader; Toxin B (Clostridioides difficile), P18177; TcdB glycohydrolase enzymatic assay; inhibition, % at 9.99 µM; hit rate 0.24% among 350,000; in the data active = inhibition above about 10%
3CLpro inhibitor: SARS-CoV 3CLpro protease inhibitors, primary screen, biochemical, quenched FRET; Replicase polyprotein 1ab (Severe acute respiratory syndrome coronavirus), P0C6X7; inhibition, % at 6 µM; hit rate 0.14% among 290,000; AID 1706, 2009; recombinant SARS-CoV 3CLpro, quenched FRET peptide cleavage; in the data active = inhibition above about 12%
Anthrax LF prot: Bacillus anthracis LF protease inhibitors, primary screen, biochemical, multiplex microsphere, MLPCN library. AID 588501, 2011. hit rate 0.12% among 360,000. inhibition, % at 10 µM. multiplex microsphere protease cleavage assay; also: plate controls were buffer without enzyme for full effect and enzyme alone for no effect
Yp Topo-I inh: Yersinia pestis topoisomerase I inhibitors, primary screen, biochemical, cleavage product accumulation, plate reader, single point. hit rate 0.064% among 360,000. DNA topoisomerase I (Yersinia pestis CO92). Y. pestis Topo-I cleavage product accumulation. AID 504884, 2011. activity, % at 10 µM; in the data active = activity above about 50%, passing the limit was not always enough; also: inactives centre near 2
BH1578 lux ind: inducers of Vibrio cholerae quorum light production without autoinducers, primary screen, BH1578 luxS cqsA deficient, single point | V. cholerae BH1578 lux reporter, luminescence, 6 h | activation, % at 18.7 µM | hit rate 0.16% among 350,000 | AID 588436, 2011; in the data active = activation mostly above about 9.7%, no sharp cut-off; also: not every result past the cut was called active; inactives centre near 0; reference of the scale not given here
PriA SSB inh: inhibitors of Klebsiella pneumoniae PriA binding to SSB C-terminal tail, primary screen, biochemical, AlphaScreen. PriA–SSB C-terminal tail interaction (Klebsiella pneumoniae). AlphaScreen SSBct-PriA binding, biotinylated peptide. inhibition, % at 33 µM. hit rate 0.6% among 430,000; in the data active = inhibition mostly above about 37%, no sharp cut-off; inactive = mostly below about 20%;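 also: plate controls were negative control peptide for no effect and reference peptide for full effect; strong numbers were not always called active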
PrPC surface inh: inhibitors of human cell surface prion protein PrPC, primary screen, cell-based, TR-FRET | Major prion protein (Homo sapiens), P04156 | hit rate 0.43% among 370,000 | AID 720596, 2013 | TR-FRET read-out | inhibition, % at 13.8 µM; in the data active = inhibition above about 24%; also: 0% = median of the test wells and 100% = reference compound wells
Starred values were filed as active, the others as inactive; i = inactive; / = not tested or not shown; & = joins results of further samples. Rule as the data show it, unless noted: active = inhibition above about 30%; inconclusive = no clear call, values can overlap the other calls; inactive = below that. Not all compounds are listed; count on the stated rates, not on these rows.

Each structure is followed by: BoNT-A LC inh2	PfHsp40 yeast	TcdB GH inh	3CLpro inhibitor	Anthrax LF prot	Yp Topo-I inh	BH1578 lux ind	PriA SSB inh	PrPC surface inh
- CCCCN(C)c1c(C)nc2ccc(C(=O)Nc3cc(-c4ccccc4)ccc3OC)cn12
    0.0	/	1.3	/	-2.7	33.3	-0.3	/	-0.3
- COc1ccc(CCNC(=O)c2nnn(CC(=O)Nc3ccc(C)cc3C)c2N)cc1OC
    -1.9	0.3	-5.7	1.0	-0.8	13.6	-0.5	-15.7	3.6
- CC(C)CCn1c(SCC(=O)OCn2nnc3ccccc3c2=O)nc2ccccc2c1=O
    -1.1	0.5	/	-2.2	-5.0	12.5	i	0.7	-0.7
- CCOc1ccc(C(=O)Nc2ccc(C(F)(F)F)n(C)c2=O)cc1
    0.0	-0.2	-0.7	-4.8	-0.5	-11.7	6.7	-11.0	9.7
- COCc1nnc(NC(=O)c2ccc(S(=O)(=O)N3CCCc4ccccc43)cc2)o1
    -4.1	-0.8	0.6	4.6	-3.6	0.9	-0.1	7.5	3.6
- CN(CC(=O)Nc1ccc(S(N)(=O)=O)cc1)Cc1ccccc1F
    -1.8	-0.3	0.3	-0.4	-1.4	-5.1	i	-7.6	-11.1
- Cc1cccc2c1Sc1ccccc1CC2=O
    -1.0	1.9	/	-3.4	-0.3	17.3	i	-22.2	-1.9
- COc1ccc(OC)c(NC(=O)Nc2ccc3c(c2)CCC3)c1
    -0.2	-0.4	1.6	2.7	-4.7	4.7	-1.6	20.1	7.6
- Cc1c(C(=O)N(Cc2ccc(N(C)C)cc2)CC2CCCO2)oc2ccccc12 (stereo not given)
    -0.1	0.6	-7.4	-2.7	-4.3	36.6	-0.5	57.1*	14.7
- Cc1nn(CC(=O)N2CCOCC2)c(=O)c2c1sc1ccccc12
    -1.1	-1.0	0.3	-0.5	3.8	-9.9	i	8.9	-1.1

Further entries follow.
Each structure is followed by: BoNT-A LC inh2	PfHsp40 yeast	TcdB GH inh	3CLpro inhibitor	Anthrax LF prot	Yp Topo-I inh	BH1578 lux ind	PriA SSB inh	PrPC surface inh
- O=C(Nc1ccc(F)cc1)c1ccc2ncsc2c1
    0.7	0.4	0.0	-3.3	-0.7	-2.2	1.1	-2.8	1.1
- O=C(O)C1CCCCC1C(=O)N1CCCC1 (stereo not given)
    -2.9	-0.4	0.9	-5.9	-9.3	3.5	i	-1.5	-4.3
- CC1CN(C(=O)CCC(=O)NC(C)c2ccccc2)c2cc(Cl)ccc2O1 (stereo not given)
    -0.5	0.7	0.1	2.6	-3.6	7.0	-2.5	-11.5	4.7
- CCOC(=O)N1CCN(S(=O)(=O)c2ccc3c4c(cccc24)C(=O)N3)CC1
    -0.4	0.3	1.4	1.2	0.6	0.6	-0.3	5.7	-12.9
- CCN(CC)CCCN=Cc1c(-c2ccccc2)[nH]n(-c2nc3ccccc3s2)c1=O
    -1.5	-1.6	0.3	6.0	-1.7	-5.6	-0.7	9.2	-16.3
- Cc1ccccc1C(=O)N1CCN(S(=O)(=O)c2cccs2)CC1
    -1.4	-0.1	3.1	1.9	-5.0	13.0	-4.5	0.2	-3.5
- CCc1ccc(S(=O)(=O)N2CCN(Cc3ccco3)CC2)cc1
    1.7	0.0	0.9	4.6	5.6	-2.4	-0.1	-19.6	0.2
- CN(C(=O)C(C)(C)C)c1ccc(OCC(=O)N2CCc3ccccc3C2)cc1
    1.7	0.6	0.7	-2.0	5.2	25.6	-3.6	-11.7	6.1
- O=S(=O)(/C=C/c1ccccc1)N1CCN(c2cccc(Cl)c2)CC1
    -0.8	-1.5	/	3.2	-5.9	11.5	i	-21.0&-11.3	-0.8
- Cc1ccc(N=C(NOC(=O)c2ccccc2)c2nonc2N)c(C)c1
    -0.2	-1.5	/	3.0	1.3	-3.9	6.9	-13.0	-4.5

Carrying on.
Each structure is followed by: BoNT-A LC inh2	PfHsp40 yeast	TcdB GH inh	3CLpro inhibitor	Anthrax LF prot	Yp Topo-I inh	BH1578 lux ind	PriA SSB inh	PrPC surface inh
- O=C(CCOc1ccccc1)Nc1ccccc1[N+](=O)[O-]
    -0.8	-0.1	0.3	0.7	0.0	-0.4	-0.2	18.3	-15.6
- COc1ccc2sc(NC(=O)c3ccco3)nc2c1
    -1.1	-0.9	0.6	-2.7	-4.6	6.2	-3.3	5.8	2.7
- CCCCC(CC(C)O)c1n[nH]c(=S)n1-c1ccccc1 (stereo not given)
    -0.4	0.9	1.3	-4.1	0.0	-4.5	-0.3	2.5	-4.3
- Cc1ccc(/C=c2\s/c(=C(/C#N)C(=O)N3CCCC3)n(Cc3ccco3)c2=O)s1
    5.6	-0.6	/	-0.2	-7.3	-0.4	1.2	/	7.1
- CC(=O)OC(C)(C)/C=C/C(=O)[C@](C)(O)C1[C@H](O)C[C@@]2(C)C3CC=C4C(C[C@H](O)C(=O)C4(C)C)[C@]3(C)C(=O)C[C@]12C (stereo not given in full)
    -0.8	-1.3	/	/	-5.4	6.1	-0.4	/	/
- CCn1nc(NS(=O)(=O)c2ccc([N+](=O)[O-])cc2)c2cc3cc(C)ccc3nc21
    0.3	-0.1	0.0	9.1	1.4	3.4	-0.4	5.8	-11.4
- Cc1c(CC(=O)NCC(=O)O)c(=O)oc2cc3c(cc12)CCC(C)(C)O3
    1.1	-0.5	0.6	-1.2	12.1	-3.8	-0.3	3.4	7.3
- CCOC(=O)CC(=O)NC1(Cc2ccc(O)cc2)CCCCC1
    -0.1	0.4	1.7	0.6	-1.1	-2.1	-0.3	-12.4	0.1
- O=C(/C=C/c1ccco1)N/C(=C\c1ccccc1)C(=O)NCCc1nc2ccccc2[nH]1
    0.7	0.2	-0.3	7.8	-0.4	1.8	-0.3	3.7	-7.6
- CC(=O)c1ccc(S(=O)(=O)Nc2ccc3c(c2)OCO3)cc1
    0.2	0.2	1.0	/	-3.8	1.8	-0.9	-1.9	2.2

Compounds shown so far with a Cl atom, in the order listed:
Each structure is followed by: BoNT-A LC inh2	PfHsp40 yeast	TcdB GH inh	3CLpro inhibitor	Anthrax LF prot	Yp Topo-I inh	BH1578 lux ind	PriA SSB inh	PrPC surface inh
- CC1CN(C(=O)CCC(=O)NC(C)c2ccccc2)c2cc(Cl)ccc2O1 (stereo not given)
    -0.5	0.7	0.1	2.6	-3.6	7.0	-2.5	-11.5	4.7
- O=S(=O)(/C=C/c1ccccc1)N1CCN(c2cccc(Cl)c2)CC1
    -0.8	-1.5	/	3.2	-5.9	11.5	i	-21.0&-11.3	-0.8

Following part:
Each structure is followed by: BoNT-A LC inh2	PfHsp40 yeast	TcdB GH inh	3CLpro inhibitor	Anthrax LF prot	Yp Topo-I inh	BH1578 lux ind	PriA SSB inh	PrPC surface inh
- COc1cccc(OC)c1C(=O)Nc1ccc(Cc2ccncc2)cc1
    -0.2	-0.9	/	-0.9	-1.3	-6.9	i	0.3	9.8
- CC(C)Cc1ccc(/C=C/C(=O)N2CCCCC2)cc1
    -0.3	-0.2	1.3	-2.7	-1.7	6.7	i	-8.1	-10.1
- COc1ccc(-c2nc(CS(=O)(=O)CC(=O)NCCc3cc(OC)ccc3OC)c(C)o2)cc1
    -2.0	1.6	/	11.0	-3.3	31.0	i	-9.2	-7.3
- C=CCNC(=O)CSc1nnc(-c2ccccc2Br)n1-c1cccc(C(F)(F)F)c1
    -0.9	-0.2	/	-2.1	-1.6	24.3	-0.3	4.5	2.4
- Cc1ccc2nc(CSc3nnc(-c4ccco4)n3-c3ccccc3)cc(=O)n2c1
    -0.5	-0.9	/	-0.2	-1.2	5.7	i	0.8	-11.5
- O=C(N/N=C/c1cccnc1)c1cc(-c2ccccc2)nc2ccccc12
    -1.2	2.0	-2.5	-5.2	8.3	-2.2	-1.2	/	-1.5
- CC1(C(=O)NS(=O)(=O)c2ccccc2)CCN1C(=O)c1ccc(C2CCCCC2)cc1 (stereo not given)
    -0.1	/	-1.3	/	0.8	4.9	-0.1	/	-12.5
- NC(=O)c1ccsc1NC(=O)CSc1nc2ccccc2c(=O)n1CCCO
    0.0	1.8	/	-4.4	2.2	0.4	1.6	6.5	6.7
- O=C1c2ccccc2C(=O)N1Cc1nc2ccccc2c(=O)n1CCN1CCOCC1
    0.0	0.3	/	2.0	-1.4	8.6	i	-2.4	-1.6
- COc1ccc(CN2CC(=O)N(c3cccc(Cl)c3)C2=S)cc1OC
    -2.1	-0.2	-0.8	-0.8	0.4	8.1	i	-5.0	0.9

Further entries follow:
Each structure is followed by: BoNT-A LC inh2	PfHsp40 yeast	TcdB GH inh	3CLpro inhibitor	Anthrax LF prot	Yp Topo-I inh	BH1578 lux ind	PriA SSB inh	PrPC surface inh
- O=C(Cn1c(C(F)(F)F)nc2ccccc21)Nc1ccccc1N1CCOCC1
    0.0	0.5	/	0.7	-0.9	2.7	-0.2	-9.0	2.2
- O=C1C(Cl)=C(N2CCOCC2)C(=O)N1c1ccc(Br)cc1
    -3.7	-2.2	0.5	3.1	30.4*	-3.3	i	-14.8	-4.7
- C1CN(CC2COC(CN3CCOCC3)CO2)CCO1 (stereo not given)
    -0.6	1.4	1.1	/	4.4	0.4	-1.8	-1.5	2.0
- O=C(COc1ccc(Br)cc1)NCCCn1ccnc1
    1.0	1.8	1.8	4.0	0.3	0.1	-0.6	3.6	-0.6
- CN1/C(=C\C(=O)CSc2nnc(NCc3ccccc3)s2)C(C)(C)c2ccccc21
    14.7	2.0	/	-1.2	14.6	3.4	-0.2	7.2	15.9
- CC(=O)N1c2ccc(S(=O)(=O)N3CCCC3)cc2CC1C(=O)NCc1ccccc1F (stereo not given)
    -0.8	0.6	-0.5	-5.2	-0.9	-10.8	-0.3	-5.4	-1.9
- COC(=O)Cn1c(=O)cnc2ccccc21
    -0.6	21.3	-0.1	4.3	-4.5	-4.5	-0.5	-6.9	2.7
- COC(=O)C1=C(O)/C(=C\c2ccc(OCC(=O)Nc3ccccc3OC)cc2)N=C1C
    1.2	-1.4	-1.0	-3.9	-0.1	-3.2	-0.4	2.6	3.7
- O=C(NCCc1ccccc1)c1ccc(CS(=O)Cc2ccc(Cl)cc2)o1 (stereo not given)
    -1.7	-0.8	1.1	3.5	-1.1	23.2	-0.3	-0.3	10.2
- Cc1csc(SCC(=O)NC2CCCC2)n1
    0.0	-0.4	-0.2	/	-0.2	2.2	2.3	4.4	10.6

(further entries)
Each structure is followed by: BoNT-A LC inh2	PfHsp40 yeast	TcdB GH inh	3CLpro inhibitor	Anthrax LF prot	Yp Topo-I inh	BH1578 lux ind	PriA SSB inh	PrPC surface inh
- C/C(=N\NC(=O)CCC(=O)N/N=C(\C)c1ccc(C)o1)c1ccc(C)o1
    /	/	-0.2	/	/	5.3	-0.6	/	0.2
- O=C(CCC1CCN(C(=O)c2cc(C(F)(F)F)ccc2Cl)CC1)NC1CC1
    0.4	-0.1	-1.0	0.9	-1.0	-2.6	i	-3.5	-4.9
- O=C(NCCc1cccc(Cl)c1)c1cc([N+](=O)[O-])ccc1Cl
    0.3	2.7	/	3.8	-1.2	1.3	-2.1	-2.3	-20.9
- CCOCCn1c(C(C)C)nc2ccccc21
    0.4	-1.9	/	-5.8	-3.8	0.8	-2.1	-5.2	2.1
